Screening results deposited in PubChem BioAssay by National Center for Advancing Translational Sciences (NCATS).
Vif-A3F inh: qHTS for Inhibitors of Vif-A3F Interactions: qHTS | HeLa A3F-eYFP + Vif (tagged APOBEC3F with the HIV-1 protein that degrades it), YFP fluorescence increase | Potency, µM (top dose mostly 46.1 µM), for the others: top-dose activity, negative = active | actives 0.2% (n = 390,000) | AID 602313, 2012; note: potency is the fitted concentration of half-maximal effect; % of control where 0% means no effect; nearly all actives have a fitted effect of over 65% in size
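HeLa cells stably expressing A3F-eYFP plus Vif, plated and incubated overnight at 37 deg C, then exposed to compounds overnight at 37 deg C. Blocked degradation read as raised yellow fluorescence (Ex 488/Em 500-530).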
PI4K2A block: qHTS for small molecular inhibitors of PI4K2A; AID 1346378, 2018; actives 0.13% (n = 420,000); purified PI4K2A, ADP-Glo luminescence, 1 h; active compounds read low; Phosphatidylinositol 4-kinase type 2-alpha (Homo sapiens), Q9BTU6; activity change, negative = inhibition, % at 76.9 µM; in the data active = activity change below about -50%; inconclusive = mostly about -30% to -49%;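 note: -100% = wells without enzyme as full effect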
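ADP-Glo luminescence measured ADP generated by PI4K2A enzyme (4 ug/mL before mixing) with 1.2 mM PI substrate (pre-mix) and 300 microM ATP (pre-mix). Tris pH7.5 buffer with MgCl2, Triton X-100; 1 h reaction at ambient temperature.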
TrxR1 substrate: qHTS Assay for Substrates of Mammalian Selenoprotein Thioredoxin Reductase 1 (TrxR1): qHTS. Thioredoxin reductase 1, cytoplasmic (Rattus norvegicus), O89049. purified TrxR1 substrate turnover, NADPH consumption readout. Potency, µM (top dose mostly 114 µM), inactives show at the highest dose activity change, negative = substrate turnover. actives 0.01% (n = 390,000); note: potency is the fitted concentration of half-maximal effect; % is set by controls: 0 for no effect and ±100 for the full control effect; nearly all actives have a fitted effect of over 50% in size
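Rat TrxR1, dispensed at 90 nM, was prereduced with 400 uM NADPH (final) for 5 min at ~22 deg C, then incubated with compound 15 min before 400 uM selenite. A first-read NADPH fluorescence drop versus no-compound background flagged substrates.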
mIDH1 inhibitor: qHTS for Inhibitors of mutant isocitrate dehydrogenase 1 (IDH1): qHTS | IDH1-R132H enzyme, NADPH consumption, diaphorase/resazurin fluorescence | Potency, µM (titrated, usually from 76.6 µM), for inactives: top-dose activity change, negative = inhibition, usual class: inhibitors | actives 0.093% (n = 390,000) | AID 602179, 2012; note: potency is the fitted concentration of half-maximal effect; % is set by controls: 0 for no effect and ±100 for the full control effect; nearly all actives have a fitted effect of over 65% in size
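IDH1-R132H (0.5 ug/mL dispensed) in pH 7.5 Tris buffer was preincubated 30 min with compound, then given a substrate mix of 0.016 mM NADPH and 2 mM alpha-KG for 80 min at room temperature; remaining NADPH was read by diaphorase/resazurin fluorescence.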
GRP78 ERSR act: qHTS for Inducers of the Endoplasmic Reticulum Stress Response (ERSR) in Human Glioma: qHTS; U87-MG GRP78 promoter luciferase reporter, 16 h; Potency, µM, for inactives: at the highest dose activation, most hits filed as activators; actives 0.02% (n = 420,000); note: potency is the fitted concentration of half-maximal effect; series mostly up to about 76 µM; % of control where 0% means no effect; nearly all actives have a fitted effect of over 35% in size
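ERSR induction read as luciferase luminescence (Bright-Glo, 10 min at room temperature) in stably transfected human U87-MG glioma cells exposed to compounds for 16 h, using GRP78 as sensor.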
LDHA inh: qHTS assay for inhibitors of human lactate dehydrogenase | purified LDHA, NADH/diaphorase-resazurin fluorescence; active compounds read low | activity change, % (values are at about 110 or 230 µM) | actives 0.15% (n = 480,000) | AID 1347041, 2019; in the data active = activity change below about -30%; inconclusive = mostly about -25% to -30%;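 note: plate controls were DMSO wells for no effect and wells without enzyme for full effect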
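Enzyme activity of human lactate dehydrogenase 5 (2 nM; 0.06 mM NADH, 0.2 mM pyruvate, 5 min, RT) is measured via a resazurin/diaphorase fluorescence readout of residual NADH.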
Vif-APOBEC3G blk: qHTS for Inhibitors of Vif-A3G Interactions: qHTS | HeLa A3G-eYFP + Vif (tagged APOBEC3G with the HIV-1 protein that degrades it), YFP fluorescence, overnight | DNA dC->dU-editing enzyme APOBEC-3G (Homo sapiens), Q9HC16 | Potency, µM (series often up to 46.1 µM), inactives show at the highest dose activity, negative = active, usual class: inhibitors | actives 0.076% (n = 410,000);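 note: potency is the fitted concentration of half-maximal effect; % is set by controls: 0 for no effect and ±100 for the full control effect; nearly all actives have a fitted effect of over 60% in size; hits raise eYFP signal because A3G escapes Vif-driven loss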
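Read-out is eYFP fluorescence (Ex 488/Em 500-530) from Vif-expressing HeLa A3G-eYFP cells; more signal means A3G escaped Vif-mediated degradation. Cells plated overnight, compound pinned in, incubated overnight at 37 deg C.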
USP1 inh: Inhibitors of USP1/UAF1: Primary Screen | Ubiquitin carboxyl-terminal hydrolase 1 (Homo sapiens), O94782 | recombinant USP1/UAF1, Ub-Rhodamine cleavage fluorescence | Potency, µM (titrated, usually from 57.1 µM), without a hit: at the highest dose activity change, negative = inhibition, hits mostly inhibitors | actives 0.23% (n = 390,000) | AID 743255, 2014; note: potency is the fitted concentration of half-maximal effect; % is set by controls: 0 for no effect and ±100 for the full control effect; nearly all actives have a fitted effect of over 60% in size; inactives centre near -12
Target sequence (O94782 whole entry, looked up): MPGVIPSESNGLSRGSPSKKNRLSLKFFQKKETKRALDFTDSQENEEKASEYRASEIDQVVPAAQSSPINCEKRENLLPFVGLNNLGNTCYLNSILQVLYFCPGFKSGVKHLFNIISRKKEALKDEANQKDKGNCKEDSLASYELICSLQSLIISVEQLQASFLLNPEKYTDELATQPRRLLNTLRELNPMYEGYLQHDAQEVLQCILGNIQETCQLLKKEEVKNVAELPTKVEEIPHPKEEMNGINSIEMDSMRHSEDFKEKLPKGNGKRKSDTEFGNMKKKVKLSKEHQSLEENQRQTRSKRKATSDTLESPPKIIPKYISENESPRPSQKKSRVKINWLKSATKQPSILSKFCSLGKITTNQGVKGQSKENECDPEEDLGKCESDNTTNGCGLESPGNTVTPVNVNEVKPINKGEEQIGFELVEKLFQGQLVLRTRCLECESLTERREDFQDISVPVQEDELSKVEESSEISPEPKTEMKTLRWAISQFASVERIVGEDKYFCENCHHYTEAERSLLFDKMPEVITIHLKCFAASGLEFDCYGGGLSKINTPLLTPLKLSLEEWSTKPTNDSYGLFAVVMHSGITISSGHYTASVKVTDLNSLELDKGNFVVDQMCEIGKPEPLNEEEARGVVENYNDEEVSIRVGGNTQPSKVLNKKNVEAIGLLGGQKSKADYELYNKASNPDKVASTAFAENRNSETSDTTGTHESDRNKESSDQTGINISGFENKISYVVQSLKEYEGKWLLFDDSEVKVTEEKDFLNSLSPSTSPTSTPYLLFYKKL
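1 nM enzyme complex + cpd, 15 min RT; start with Ub-Rho 150nM final; kinetic fluorescence ex 480/em 540, 6 reads q60 s. Buffer 50mM HEPES pH 7.8, 0.5mM EDTA, 0.1 mg/ml BSA, 1mM TCEP, 0.01% Tween-20.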
RXFP1 ag: qHTS Assay for Agonists of the Relaxin Receptor RXFP1; HEK293T-RXFP1 cAMP TR-FRET, 30 min; response scale: percent of porcine relaxin response, buffer zero; Relaxin receptor 1 (Homo sapiens), Q9HBX9; AID 2676, 2010; Potency, µM (doses to about 57.5 µM), for inactives: at the top dose activation, actives largely listed as activators; actives 0.3% (n = 370,000); note: potency is the fitted concentration of half-maximal effect; % is set by controls: 0 for no effect and ±100 for the full control effect; nearly all actives have a fitted effect of over 60% in size; many of its hits are not listed in these tables
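HEK293T cells stably expressing RXFP1 were pretreated with the PDE4 inhibitor Ro 20174, exposed to compounds for 30 min at 37C, lysed, and cAMP was read by TR-FRET. Data normalized to buffer (basal) and 29 nM porcine relaxin (100%).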
* marks the source's active call; other numbers are inactive results; ? = inconclusive; . = not tested or not shown; & = joins results of further samples; [ ] = remark or other dose. Unless noted, calls come from the whole dose curve; as a rule, active = well fitted curve in the direction sought with a large enough effect; inconclusive = small, poorly fitted or top-dose-only effect, or another doubt; inactive = no such curve, though single readings can be large; an effect the other way counts as inactive or inconclusive.

A first look, 2 compounds:
SMILES	Vif-A3F inh	PI4K2A block	TrxR1 substrate	mIDH1 inhibitor	GRP78 ERSR act	LDHA inh	Vif-APOBEC3G blk	USP1 inh	RXFP1 ag
CCOc1ccccc1OC(=O)CN1C(=O)c2ccccc2C1=O	-4%	-4	-4%	-1%	-2%	0	1%	-1%	0.2%
Cc1cc(=O)oc2cc(NC(=O)c3cccc(S(=O)(=O)N(C)C)c3)ccc12	9%	3	23%	-10%	3%	-3	5%	-14%	2.7%

The list itself, previewed entries included:
SMILES	Vif-A3F inh	PI4K2A block	TrxR1 substrate	mIDH1 inhibitor	GRP78 ERSR act	LDHA inh	Vif-APOBEC3G blk	USP1 inh	RXFP1 ag
CCOc1ccccc1OC(=O)CN1C(=O)c2ccccc2C1=O	-4%	-4	-4%	-1%	-2%	0	1%	-1%	0.2%
Cc1cc(=O)oc2cc(NC(=O)c3cccc(S(=O)(=O)N(C)C)c3)ccc12	9%	3	23%	-10%	3%	-3	5%	-14%	2.7%
CSc1nc2ccsc2c(=O)n1-c1ccccc1	-17%	3	4%	-7%	-4%	-6	-9%	-19%	3.4%
CC1=CCC2C(=O)N(c3ccc(C)cc3)C(=O)C2C1 (stereo not drawn)	0%	0	-9%	-4%	-2%	3	2%	-10%	6.1%
O=C(c1ccco1)N1CCN(c2ncnc3c2oc2ccccc23)CC1	.	-6	-4%	-4%	-6%	-1	2%	-1%	1.1%
CC(C)c1cnc2c(c1SCC(=O)N1CCCCC1)c(=O)n(C)c(=O)n2C	1%	-4	1%[57.1 µM]	-26%	-5%	0	4%	8%	0.3%
CCC(C)c1ccc(NC(=S)NCCn2cc(Cl)cn2)cc1 (stereo not drawn)	-8%	17	6%[57.1 µM]	4%	1%	-6	1%	-15%	-1.3%
COc1ccc(/C(C)=N/NC(=O)c2cc(-c3cccnc3)nc3ccccc23)cc1	-4%	-3	7%	-11%	-4%	-1	1%	-7%	1.3%
O=C1C2C3c4ccccc4C(c4ccccc43)C2C(=O)N1Cc1cccnc1 (stereo not drawn)	-2%	6	-13%	2%	-7%	-4	3%	3%	0.2%
O=C(NCCCO)c1nc2ccccc2s1	5%	-1	0%	4%	1%	-1	-1%	-13%	1.4%
CCCCNc1nc(Oc2ccc(OCC(N)=O)nn2)nc(N2CCOCC2)n1	.	0	0%	.	.	0	.	-20%	-1.1%
O=C(NCCCN1CCN(Cc2ccccc2)CC1)C1CCN(S(=O)(=O)N2CCCC2)CC1	-8%	3	8%	-3%	-4%	2	0%	-1%	-0.1%
COc1cc(OC)c(C(=O)O/N=C(\N)c2ccccn2)cc1OC	-4%	9	1%[57.1 µM]	1%	-2%	1	-1%	-6%	4.3%
CCOC(=O)N1CCN(C(=O)CCCOc2ccccc2)CC1	9%	-5	10%[57.1 µM]	3%	-4%	-7	-1%	-7%	-1.0%
COC(=O)Nc1ccc(S(=O)(=O)N2CCN(c3ccc(F)cc3)CC2)cc1	7%	-2	3%	1%	-6%	-9	-6%	-20%	-1.9%
COCCn1c(SCC(=O)c2ccc(OC)cc2)nc2cc(C(=O)NC3CCCC3)ccc2c1=O	1%	5	-10%[57.1 µM]	-4%	0%	-1	2%	-17%	25%
CCOC(=O)c1c(NC(=O)CSc2ncn[nH]2)sc(C(C)=O)c1C	-2%	-8	2%	5%	-1%	-2	-3%	-27%	5.7%
CSc1nc2ccccc2n1Cc1cccc(F)c1	-3%	-7	2%[57.1 µM]	0%	-1%	0	-22%	-1%	2.8%
CNC(=O)c1ccccc1Nc1ccc(SC(F)F)cc1	8%	-2	-15%	4%	8%	-1	0%	-2%	-0.2%
Cc1cc(C)c[n+](-c2[nH]c(=O)sc2/C=N/NC([S-])=Nc2ccccc2)c1	-6%	2	-16%	2%	1%	5	-3%	-13%	-0.9%
COc1ccccc1C(CNC(=O)COc1ccccc1C)N1CCCC1 (stereo not drawn)	-21%	-4	-9%	6%	-4%	-7&2	-5%	-2%	-1.3%
Cc1ccc(Oc2nc3ccccn3c(=O)c2/C=C(\C#N)C(=O)Nc2c(C)n(C)n(-c3ccccc3)c2=O)cc1	-3%	-8	2%	1%	-2%	-5	-1%	-3%	8.8%
Cc1ccccc1N1CCN(Cc2cccc(C(=O)O)c2)CC1	?	2	-3%	9%	-1%	-2	-10%	-10%	0.0%
CCOC(=O)CN1C(=O)N[C@@H](c2cccs2)C(C(=O)OC)=C1C	-3%	1	-5%	4%	-4%	-3	1%	-20%	.
CCc1ccc(NC(=O)CC(c2ccc(C)cc2)N2Cc3ccccc3C2=O)cc1 (stereo not drawn)	-4%	-4	1%	8%	-5%	1	-1%	-32%	1.5%
Cc1nc2[nH]c(=S)[nH]c(=O)c2nc1C	1%	0	1%[57.1 µM]	6%	-2%	3	1%	-3%	.
CS(=O)(=O)N1CCC(C(=O)N2CCc3ccccc3C2)CC1	-6%	-1	7%	2%	-4%	1	0%	-7%	0.0%
O=C(O)Cn1nc(N2CCN(c3ccccc3)CC2)ccc1=O	0%	-6	-1%	-8%	-1%	-2	-1%	-22%	4.7%
COc1ccc(-n2c(COc3ccccc3)nnc2SCC(N)=O)cc1	0%	3	3%	3%	-1%	-4	-4%	-11%	2.9%
Cc1nc([N+](=O)[O-])c(SCC(O)CCl)n1Cc1ccc(Cl)cc1 (stereo not drawn)	?	1	3%[57.1 µM]	-1%	-5%	-6	0%	-18%	-0.3%
S=C(NCc1cccs1)Nc1ccc(Br)cc1Cl	-2%	5	0%	1%	4%	4	2%	-18%	1.7%
CCOC(=O)C1(CCOc2ccccc2)CCN(Cc2cccc(F)c2)CC1	-12%	-6	-12%	3%	-4%	0	6%	-5%	-0.2%
O=C1C=CC(=C(c2ccc(O)cc2)c2ccc(O)cc2)C=C1	2%	0	3%	6%	-16%&-13%	1	?	-12%	0.5%
NS(=O)(=O)c1cccc(NC(=O)CCCNC(=O)c2ccc(Cl)cc2)c1	1%	1	-6%	-9%	-2%	-1	0%	-1%	-4.5%
O=C(c1cc(-c2ccccc2)nc2ccccc12)N1CCOCC1	-2%	-1	-6%	4%	-3%	-2	-7%	-2%	-0.9%
CCOC(=O)N1CCN(S(=O)(=O)CCNC(=O)c2ccccc2)CC1	2%	1	4%[57.1 µM]	0%	-2%	-4	0%	-17%	1.3%
COc1ccc(-c2ccc3c(c2)S(=O)(=O)c2cccc(C(=O)N4CCN(c5c(Cl)cncc5Cl)CC4)c2C3=O)cc1OC	-7%	-3	-10%	-23%	-6%	0	-17%	?	.
Cc1nn(C)c2nc(-c3cccs3)cc(C(F)(F)F)c12	2%	1	64%	0%	-1%	-9	-1%	-14%	3.6%
O=C(NCc1ccccc1Cl)C(=O)c1cn(CC(=O)N2CCOCC2)c2ccccc12	3%	1	-4%	-1%	-3%	-12&-3	-6%	-10%	2.2%
CCc1ccccc1N1CC(C(=O)O)CC1=O (stereo not drawn)	3%	-1	5%[57.1 µM]	0%	-6%	-7	-4%	-6%	-1.8%
COc1ccc(NC(=O)c2ccc(COc3ccccc3Br)o2)c(OC)c1	-4%	3	5%	3%	-4%	0	-13%	-14%	.
Nc1nccc(NCCSCc2ccccc2)n1	3%	0	-8%	0%	0%	-6	-5%	-27%	.
CC1(C(=O)NCCCN2CCCC2=O)CCN1CCc1ccccc1 (stereo not drawn)	.	2	.	.	-1%	0	1%	.	.
NS(=O)(=O)c1ccc(NC(=O)CCCCCN2C(=O)c3ccccc3C2=O)cc1	1%	-4	-4%[57.1 µM]	-5%	-2%	-6	-1%	?	-0.4%
O=C(COc1ccccc1)NCc1ccc(-n2cccc2)cc1	-19%	-2	-3%	-2%	-2%	-9	-4%	-10%	0.4%

An excerpt from above in order of the Vif-APOBEC3G blk value, falling:
smiles | Vif-A3F inh | PI4K2A block | TrxR1 substrate | mIDH1 inhibitor | GRP78 ERSR act | LDHA inh | Vif-APOBEC3G blk | USP1 inh
CC1(C(=O)NCCCN2CCCC2=O)CCN1CCc1ccccc1 (stereo not drawn) | . | 2 | . | . | -1% | 0 | 1% | .
NS(=O)(=O)c1ccc(NC(=O)CCCCCN2C(=O)c3ccccc3C2=O)cc1 | 1% | -4 | -4%[57.1 µM] | -5% | -2% | -6 | -1% | ?
O=C(COc1ccccc1)NCc1ccc(-n2cccc2)cc1 | -19% | -2 | -3% | -2% | -2% | -9 | -4% | -10%
Nc1nccc(NCCSCc2ccccc2)n1 | 3% | 0 | -8% | 0% | 0% | -6 | -5% | -27%
O=C(NCc1ccccc1Cl)C(=O)c1cn(CC(=O)N2CCOCC2)c2ccccc12 | 3% | 1 | -4% | -1% | -3% | -12&-3 | -6% | -10%
COc1ccc(NC(=O)c2ccc(COc3ccccc3Br)o2)c(OC)c1 | -4% | 3 | 5% | 3% | -4% | 0 | -13% | -14%

The list is partial (hit frequency here may not be typical).
